Source: PubChem BioAssay (several laboratories)
human PMI inhibitors = human PMI inhibitors, high substrate, primary screen, biochemical, fluorescence intensity, high mannose 6-phosphate (AID 1220). recombinant PMI enzyme, coupled fluorescence intensity; higher % means a stronger effect. inhibition, % at 20 µM, or IC50 in µM where a hit was titrated. 0.66% of 190,000 active
West Nile virus CPE = inhibition of WNV-induced cytopathic effect – cell-based, CPE readout (AID 1621) | West Nile virus-infected cells, CPE inhibition; higher % means a stronger effect | one-dose CPE inhibition, % at 10 µM; IC50 in µM for titrated hits | 0.02% of 290,000 active; in the data active means a potency from the dose series; inconclusive means CPE inhibition mostly from about 3.7% at the one dose, without a potency; inactive means the rest, 99 in 100 with CPE inhibition below about 2.2%; further: strong numbers were not always called active
K1F lysis inhibition = inhibition of K1F phage lysis, E. coli UTI89, bacterial capsule biogenesis inhibitors, alamar blue (AID 488966) | E. coli UTI89 K1F phage lysis, alamar blue, 2 h; higher % means a stronger effect | inhibition, % at 100 µM, or IC50 in µM where a hit was titrated | 0.02% of 340,000 active;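 active means phage lysis inhibition, versus mean bacterial control, above a set limit; inconclusive means no clear call, values can overlap the other calls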;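 further: capsule biogenesis inhibitors block K1F phage lysis so surviving cells raise fluorescence; higher fluorescence means more inhibition of phage lysis; actives were called in the ten point dose series up to 300 µM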
T cell modulator = T cell immune modulation candidate. 2C CD8+ T cell-vesicle binding, flow cytometry; active compounds read low. AID 2052. 0.068% of 330,000 active. calls only at 7 µM;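 active means response, share of CD8 T cells binding vesicles, and their 90th percentile fluorescence all below set limits, cut at about 80% in these data, passing the limit was not always enough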
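Assay system – 2C mouse CD8+ T cells · Also added – QL9-loaded Drosophila micro-vesicles · Timing – Cell–vesicle co-incubation 1.5 h at 37 °C, staining 20 min on ice · Signal – flow cytometry of vesicle-bound cells · Measure – percent CD8+ FL2 mean versus row control · Controls – Peptide-free naked vesicles (low) and QL9 vesicles with 0.7% DMSO vehicle (high)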
P. falciparum M1AAP = malaria alanyl aminopeptidase activity blockers – biochemical, fluorogenic H-Leu-NHMec substrate, 1536-well (AID 1445); 0.42% of 220,000 active; recombinant M1AAP, H-Leu-NHMec fluorogenic kinetic assay; higher % means a stronger effect; inhibition, % at 30 µM, or IC50 in µM where a hit was titrated;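 active means primary inhibition above the hit cutoff, then over 50% inhibition at one or more dose response concentrations, cut at about 23% in these data, passing the limit was not always enough; inconclusive means conflicting primary data, or primary hits not chosen for dose response; inactive means low primary inhibition, or under 50% at every dose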;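 further: plate controls were DMSO full reaction for no effect and no enzyme background for full effect; strong numbers were not always called active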
TNAP activation fold = stimulation of alkaline phosphatase TNAP activity – biochemical, luminescent, no phosphate acceptor, uHTS, primary screen (AID 1001). one-dose activation fold at 20 µM; EC50 in µM for titrated hits. purified TNAP, luminescent activation assay, no phosphate acceptor; higher activation fold means a stronger effect. 0.03% of 200,000 active; in the data active means activation fold from about 3, or a potency from the dose series; inactive means the rest, 99 in 100 with activation fold below about 1.6; further: many of its hits are not listed in these tables
P. falciparum M17LAP = P. falciparum M17LAP inhibitors, primary screen, biochemical, fluorogenic H-Leu-NHMec substrate, 1536-well (AID 1619); 0.38% of 220,000 active; inhibition, % at 30 µM; hits with a dose series show IC50 in µM; recombinant M17LAP, H-Leu-NHMec fluorogenic kinetic assay; higher % means a stronger effect;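 active means compound inhibiting the enzyme by more than half at any dose during confirmatory dose-response retesting; inconclusive means strong single-dose inhibitors picked by rank but not retested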;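 further: plate controls were full reaction with DMSO carrier for no effect and no enzyme background for full effect; strong numbers were not always called active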
human PMI inhibition = MPI enzyme activity inhibition – biochemical, fluorescence intensity, coupled assay, primary screen (AID 1209); purified PMI enzyme, coupled fluorescence intensity; higher % means a stronger effect; inhibition, % at 20 µM; hits with a dose series show IC50 in µM; 0.42% of 190,000 active;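 further: plate controls were DMSO vehicle for no effect and wells lacking substrate for full effect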
RSV antiviral HEp-2 = RSV antiviral activity via CPE protection, HEp-2 cells, primary 10 µM value included (AID 2391); HEp-2 cells, RSV-induced CPE inhibition; higher % means a stronger effect; CPE inhibition, % at 10 µM; hits with a dose series show IC50 in µM; 0.13% of 310,000 active; in the data active means a potency from the dose series; inconclusive means CPE inhibition mostly from about 23% at the one dose, without a potency; inactive means the rest, 99 in 100 with CPE inhibition below about 21%; further: strong numbers were not always called active
T cell modulator vesicle-bound % = also measured in T cell modulator; calls as there; double positive events, %; measured here: CD8+ vesicle-bound cell fraction;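 binding gate set so that unloaded-vesicle control wells show 10% double positive cells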
* = called active by the depositor; i = inactive; ? = inconclusive; nt = no result given; [ ] = remark or other dose. Unless noted, no stated cut-off is given here; in the data, active means inhibition above about 50%; inactive means the rest. Outcome played no part in choosing rows; overall some 1.5% were active at least once.

SMILES | human PMI inhibitors | West Nile virus CPE | K1F lysis inhibition | T cell modulator | T cell modulator vesicle-bound % | P. falciparum M1AAP | TNAP activation fold | P. falciparum M17LAP | human PMI inhibition | RSV antiviral HEp-2
CCCn1nnnc1NCc1cccc(OC)c1OC | nt | 0.1% | 0.6% | i | 24 | nt | nt | nt | nt | 0.3%
CCCn1c(SCC(=O)c2cc(OC)ccc2OC)nnc1C(C)C | 14% | -0.2% | -2.0% | i | 17 | 8% | 1.1 | 12% | -5% | 1.8%
CN(C)S(=O)(=O)c1ccc(Cl)c(C(=O)NCc2ccco2)c1 | 2% | 0.3% | 0.8% | i | 5 | 2% | 1.1 | 4% | 0% | -0.8%
CCc1ccc(CNC(=O)C2Cc3cc(S(=O)(=O)N4CCCC4)ccc3N2C(C)=O)cc1 (stereo not drawn) | nt | 0.6% | 1.4% | i | 8 | nt | nt | nt | nt | 1.1%
O=[N+]([O-])c1ccc2c(c1)Nc1nc3ccccc3nc1N2 | nt | 0.1% | 2.5% | i | 66 | nt | nt | nt | nt | 2.3%
CC(C)C(=O)Nc1ccnc(-c2cccnc2)n1 | 0% | 0.2% | 7.6% | i | 22 | ? | 1 | -15% | -2% | 3.0%
COc1cc2nc(CN(C)Cc3nc4ccccc4c(=O)[nH]3)[nH]c(=O)c2cc1OC | -7% | 1.0% | -1.3% | i | 12 | 11% | 1.2 | 8% | 3% | -0.5%
Cc1cc2ccccc2c(=O)n1CC(=O)NCC(=O)N1CCCC1 | -7% | 0.1% | 0.6% | i | 27 | 1% | 1 | 11% | -10% | 0.7%
O=C(NC1CCCCCC1)c1cccc(N2CCCC2=O)c1 | -2% | -0.7% | 2.0% | i | 37 | 7% | 1.1 | 5% | 1% | 1.2%
CN(C)CCO[C@@H](c1ccc(Cl)cc1)c1ccccn1 | nt | -0.2% | -0.7% | i | 46 | nt | nt | nt | nt | -0.4%
O=C(OCc1nnc(-c2ccccc2)o1)C1CCN(S(=O)(=O)c2cccs2)CC1 | 8% | 0.9% | 2.5% | i | 23 | 10% | 1.1 | -3% | 1% | -0.2%
O=C(c1ccco1)N1CCN=C1SCc1c(F)cccc1Cl | 4% | 0.5% | 1.8% | i | 36 | -2% | 1.1 | 1% | 9% | 0.4%
Cc1ccccc1C(=O)Nc1ccnn1C1CCN(C2CCSCC2)CC1 | nt | -0.1% | 0.8%[50 µM] | i | 18 | nt | nt | nt | nt | 0.6%
CC1=C(C(=O)OCc2ccccc2)C(c2cccc([N+](=O)[O-])c2)NC(=O)N1CCCCCC(=O)O (stereo not drawn) | 2% | -0.4% | -0.4% | nt | nt | 6% | 1.1 | 20% | -1% | -0.1%
Oc1ccc(C=Nc2cccc3ncccc23)c(O)c1 | 39% | 1.0% | 0.0% | i | 10 | 14% | 1 | 11% | 47% | 0.6%
O=C(O)c1cc(-c2ccc(O)cc2)nc2ccccc12 | -3% | nt | nt | i | 8 | 0% | 1.2 | -5% | 6% | 1.1%
Cc1ccc2cc(CCNC(=O)CC(C)C)c(=O)[nH]c2c1 | 5% | 1.2% | 0.4% | i | 28 | 0% | 1 | 4% | -4% | 1.7%
O=C(CSc1nnc(NCc2ccccc2)s1)c1ccco1 | -1% | 0.1% | 0.6% | i | 58 | 3% | 1.2 | 10% | 3% | 2.9%
COc1ccc(OC)c(/C=C2/Sc3ccccc3C2=O)c1 | 16% | -0.4% | 0.3% | i | 42 | nt | 0.9 | nt | 15% | 0.9%
C=CCn1c(COc2ccccc2)nnc1SCC(=O)Nc1ccc(S(N)(=O)=O)cc1 | 10% | 0.4% | 0.0% | i | 2 | 2% | 1.1 | -2% | 5% | -0.4%
CC(C)C[C@H](NC(=O)c1nc[nH]c1C(=O)N1CCN(C(=O)OC(C)(C)C)CC1)C(=O)OC(C)(C)C | 4% | 3.4% | 4.9% | i | 37 | 14% | 1 | -8% | 8% | 1.4µM*
Cc1nc2c(sc(=S)n2Cc2ccco2)c(=O)n1CC(=O)Nc1cc(F)ccc1F | nt | 1.2% | 0.0% | i | 8 | nt | nt | nt | nt | 2.3%
COc1ccc(/C=C(\NC(=O)c2ccc(OCC(C)C)cc2)C(=O)OCc2ccco2)cc1 | 7% | -0.3% | -3.9% | i | 41 | 9% | 1.2 | 1% | 14% | 2.0%
O=C(O)CCc1ccc(-c2cccs2)n1NC(=O)c1cccs1 | 6% | 0.0% | 4.6% | i | 40 | 14% | 1 | 13% | 2% | 0.6%
CCOC(=O)c1ccc(N2C(=O)c3n[nH]c(C)c3C2c2cccnc2)cc1 (stereo not drawn) | 4% | 0.0% | -0.1% | i | 49 | 5% | 1.1 | -2% | 4% | 0.4%
Other records
SMILES | human PMI inhibitors | West Nile virus CPE | K1F lysis inhibition | T cell modulator | T cell modulator vesicle-bound % | P. falciparum M1AAP | TNAP activation fold | P. falciparum M17LAP | human PMI inhibition | RSV antiviral HEp-2
O=C(/C=C/c1ccccc1)NCC(=O)N/N=C/c1ccccc1[N+](=O)[O-] | -15% | -0.6% | 0.2% | i | 46 | 0% | 1.1 | 10% | -12% | -0.9%
COc1cccc(C(=O)NCc2nnc(SCC(=O)Nc3nccs3)n2-c2cccc(C)c2)c1 | 11% | -0.7% | 1.1% | i | 48 | -2% | 1 | 20% | 0% | 0.8%
CSCCC(NS(=O)(=O)c1ccccc1F)C(=O)N1CCCCCC1 (stereo not drawn) | nt | 0.0% | 0.1% | i | 18 | nt | nt | nt | nt | 2.7%
COc1ccc(N(Cc2cc3cc(OC)ccc3[nH]c2=O)C(=O)c2cccnc2)cc1 | 4% | -0.1% | 0.3% | i | 39 | -1% | 1 | -9% | 1% | 1.5%
COc1ccc2nc(SCC(=O)N3CCCCCC3)c(C#N)cc2c1 | 24% | 0.7% | 0.2% | i | 20 | 6% | 1.1 | 12% | -8% | 3.8%
COc1ccc(NS(=O)(=O)NC(=O)c2cn(C)c3ccccc23)cc1 | nt | -0.2% | 0.2% | i | 29 | nt | nt | nt | nt | 3.9%
CCC[C@@H](OS(N)(=O)=O)[C@@H](Cc1ccccc1)C(=O)OCC | nt | -1.1% | -1.2% | i | 14 | nt | nt | nt | nt | -1.3%
CCN(CCNC(=O)c1ccc2nc(-c3ccccc3NC(C)=O)c(=O)[nH]c2c1)c1ccccc1 | 37% | 0.2% | 0.5% | i | 51 | 5% | 1.1 | 5% | 18% | -0.2%
O=C(N/N=C/C(c1ccccc1)c1ccccc1)c1ccccc1F | 8% | -0.3% | 0.2% | i | 50 | 0% | 1.1 | -4% | -8% | 0.5%
Cc1cc(C)c2nc(SC(C)C#N)cc(C)c2c1 (stereo not drawn) | 12% | -0.1% | 0.0% | i | 37 | 17% | 1.1 | 14% | 13% | 3.0%
CS(=O)(=O)N(Cc1ccc(C(=O)N2CCc3ccccc3C2)cc1)c1ccccc1 | 7% | -1.1% | 0.1% | i | 34 | 3% | 1.1 | -1% | 3% | 9.8%
Nc1nc2sc3c(c2cc1C(=O)NCC(=O)O)CCCC3 | nt | -0.8% | 0.3% | i | 39 | nt | nt | nt | nt | -0.3%
CC1=NN(c2ccc(Cl)c(C(=O)O)c2)C(=O)/C1=C\c1ccc(-c2ccc(C(=O)O)cc2)o1 | -3% | 0.2% | -0.2% | nt | nt | 2.4µM* | 1 | 86% | -35% | nt
O=S(=O)(Cc1ccccc1)Nc1cccc(Br)c1 | nt | -0.3% | -0.5%[50 µM] | i | 10 | nt | nt | nt | nt | 4.4%
CCOc1cccc(/C(O)=C2/C(=O)C(=O)N(CCN3CCOCC3)C2c2ccncc2)c1 (stereo not drawn) | -15% | 0.9% | nt | i | 59 | 6% | 1.1 | 40% | -14% | 1.8%
CC1(C)CC(=O)C2=C(C1)Nc1ccccc1NC2c1cccs1 (stereo not drawn) | nt | 0.8% | 0.1% | i | 24 | 16% | 1.1 | 22% | nt | 0.5%
CC1CC(C)(C)N2C(=O)C3(Nc4ccccc4S3)c3cccc1c32 (stereo not drawn) | 2% | 1.9% | 4.3% | i | 58 | -2% | 0.9 | -4% | 1% | -1.6%
CCc1ccc(Nc2nnc(SCC(=O)Nc3ccc(C(=O)O)cc3)s2)cc1 | nt | -0.6% | -0.2% | i | 44 | 13% | nt | 33% | nt | 1.8%
C/C(O)=C\c1nc(=O)c2c(C)cc(C)nc2n1-c1ccccc1 | 11% | -0.3% | 3.6% | i | 21 | 2% | 1.1 | 1% | 17% | 0.9%
CCOC(=O)CSCC(NC(=O)OC(C)(C)C)C(=O)OCC (stereo not drawn) | -4% | 0.2% | 0.2% | i | 31 | 2% | 1 | 1% | -7% | 1.2%
CCN(CC)C(=O)COc1coc(CN2CCN(c3ccc(F)cc3)CC2)cc1=O | nt | 0.1% | 0.2% | i | 40 | nt | nt | nt | nt | 0.7%
O=C(Nc1cccc(O)c1)c1cnn2cccnc12 | 9% | -0.1% | 7.4% | i | 27 | 14% | 1.2 | -6% | 10% | 3.1%
O=C(NCCN1CCOCC1)c1cc(-c2cccc(O)c2)on1 | nt | -0.8% | 0.1% | i | 22 | nt | nt | nt | nt | 0.8%
COC(=O)C1=CN(c2ccc(F)c(F)c2)C=C(C(=O)OC)C1c1ccc([N+](=O)[O-])cc1 | nt | -1.2% | 0.2% | i | 62 | nt | nt | nt | nt | 5.8%
COc1ccc(S(=O)(=O)N2CCCC(C(=O)NCc3ccc4c(c3)OCO4)C2)cc1 (stereo not drawn) | nt | -0.3% | 0.0% | i | 38 | -2% | nt | -5% | nt | -1.1%
O=C(CBr)N1CCc2ccccc2C(c2ccccc2)C1 (stereo not drawn) | nt | 0.8% | 2.0% | i | 19 | 1% | nt | -16% | nt | 1.7%
COc1ccc2cc3cc(C(=O)NCCCN4CCc5ccccc5C4)sc3nc2c1 | -2% | -0.9% | 1.0%[50 µM] | i | 46 | 11% | 1.1 | 24% | 3% | 6.8%
NS(=O)(=O)c1ccc(CCNC(=O)CSc2ccc([N+](=O)[O-])cc2)cc1 | nt | -0.2% | 0.1% | i | 30 | nt | nt | nt | nt | 0.5%
CC(C)Cn1c(-c2cccs2)nc2ccccc21 | -2% | -0.7% | -0.1% | i | 33 | 4% | 1 | 4% | 4% | 7.3%
N=C1/C(=C\c2coc3ccc(O)cc3c2=O)C(=O)N=C2SC=CN12 | nt | 1.4% | 1.7% | i | 22 | 58µM* | nt | 14% | nt | -0.8%
